CSN deneddyl inh: inhibitors of human CSN-mediated cullin deneddylation | Q92905 | Purified CSN, SCF-Nedd8-OG deneddylation, fluorescence polarization | inhibition, % at 12.5 µM | 0.38% of 360,000 active | AID 651999;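 active = pattern-corrected inhibition above about 35%, with an unprinted fluorescence ratio check between 0.5 and 1.5, limit read from the data, passing the limit was not always enough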;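 also: 0% = enzyme with substrate and 100% = substrate without enzyme; some results filed as inactive read as strong as hits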
Target sequence (Q92905 whole entry, looked up, one chain of several): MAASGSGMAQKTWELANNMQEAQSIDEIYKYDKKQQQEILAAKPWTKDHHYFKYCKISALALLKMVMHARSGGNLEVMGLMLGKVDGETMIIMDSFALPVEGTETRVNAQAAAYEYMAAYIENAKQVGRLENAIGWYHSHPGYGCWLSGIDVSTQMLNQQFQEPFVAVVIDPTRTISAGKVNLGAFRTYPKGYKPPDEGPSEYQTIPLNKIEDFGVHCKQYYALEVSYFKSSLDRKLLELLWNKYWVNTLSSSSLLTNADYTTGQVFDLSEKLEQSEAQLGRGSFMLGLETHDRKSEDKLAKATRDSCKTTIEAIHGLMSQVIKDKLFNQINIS
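test system = HEK293T-derived human Csn5 enzyme | amount = 0.24 nM Csn5 enzyme, final concentration | medium = Tris/NaCl/DTT buffer, pH 7.5 | schedule = 90 min reaction at room temperature | signal = FP | evaluation = inhibition of Csn5 cleavage, % | compound dosing = single dose of 12.5 µM compound with 0.25% DMSO | probe or stimulus = 10 nM SCFSkp2-Nedd8OG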
MLLE-PAM2 inh: blocks PAM2 peptide binding to the PABP1 MLLE domain; P11940; GST-MLLE / FITC-PAM2 fluorescence polarization; inhibition, % at 20 µM; 0.36% of 360,000 active; AID 588489; in the data active = inhibition above about 35%, passing the limit was not always enough;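 also: plate controls were DMSO wells with GST-MLLE for no effect and wells lacking GST-MLLE protein for full effect; some results filed as inactive read as strong as hits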
Target sequence (P11940 whole entry, looked up, the tested form may be a part): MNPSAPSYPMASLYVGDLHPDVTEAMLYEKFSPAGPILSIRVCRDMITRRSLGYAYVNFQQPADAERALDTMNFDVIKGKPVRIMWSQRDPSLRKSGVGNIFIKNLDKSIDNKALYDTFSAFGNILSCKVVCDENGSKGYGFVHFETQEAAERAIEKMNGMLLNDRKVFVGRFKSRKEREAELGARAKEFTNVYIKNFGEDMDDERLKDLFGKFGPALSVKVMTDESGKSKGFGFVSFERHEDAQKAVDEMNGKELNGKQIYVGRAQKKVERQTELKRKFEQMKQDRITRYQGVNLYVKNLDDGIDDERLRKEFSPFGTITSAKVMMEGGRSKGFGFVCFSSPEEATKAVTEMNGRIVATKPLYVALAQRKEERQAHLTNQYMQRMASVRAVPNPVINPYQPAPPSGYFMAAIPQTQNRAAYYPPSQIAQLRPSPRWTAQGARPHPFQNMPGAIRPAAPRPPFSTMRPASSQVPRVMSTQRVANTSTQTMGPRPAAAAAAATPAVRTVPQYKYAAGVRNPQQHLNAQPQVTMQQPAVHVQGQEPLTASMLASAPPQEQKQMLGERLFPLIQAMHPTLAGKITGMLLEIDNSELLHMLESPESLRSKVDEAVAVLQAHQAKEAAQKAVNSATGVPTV
eLon inh: inhibits E. coli Lon protease; 0.42% of 360,000 active; purified E. coli Lon protease, fluorescence polarization; P0A9M0; inhibition, % at 7.94 µM; in the data active = inhibition above about 13%, passing the limit was not always enough;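 also: 0% = enzyme with probe and DMSO and 100% = no enzyme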
Rin1 Abl inh: human Rin1-Abl interaction inhibition; P00519+Q13671; TR-FRET Rin1/Abl binding, biochemical; inhibition, % at 7.35 µM; 0.4% of 360,000 active; AID 588664; in the data active = inhibition above about 5%, passing the limit was not always enough
MT1-MMP act inh: inhibitors of human MT1-MMP activation. P50281. HT1080 RFP-PRO-GFP cells, GFP/RFP ratio fluorescence, overnight; percent of plate control window, DMSO zero. GFP/RFP ratio change, % at 20 µM. 0.061% of 360,000 active. AID 651647;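 active = GFP/RFP ratio change of at least 30% with cell ATP level not reduced by more than half and red fluorescence within 50% of control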; also: strong numbers were not always called active
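Test system: HT1080 cells expressing an RFP-PRO-GFP fluorescent reporter construct / Compound dosing: single-point 20 µM compound, 1% DMSO / Schedule: cells overnight before dosing, compound overnight, 37 °C, 5% CO2 / Evaluation: GFP/RFP fluorescence ratio / Control set: DMSO and RFP-L50D-GFP cell wells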
FAS TE block: inhibitors of human fatty acid synthase thioesterase domain; recombinant FAS-TE, OMFH fluorogenic substrate, fluorescence endpoint; inhibition, % at 15 µM; AID 602261; P49327; 0.67% of 360,000 active;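 active = compounds whose normalised, plate-corrected inhibition of enzyme fluorescence in the single-dose primary screen is 50% or more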;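 also: 0% = DMSO with enzyme and 100% = substrate without enzyme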
Rpn11 block: inhibitors of human proteasome Rpn11. calls only at 20 µM. AID 588493. human 26S proteasome, Ub4-pepOG fluorescence polarization; 20S core pre-blocked with epoxomicin. O00487. 0.59% of 360,000 active;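 active = inhibition at 20 µM, scaled to each plate's controls, above about 33%, limit read from the data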
MsrA inhibitor: inhibitors of bovine MsrA; purified bovine MsrA, absorbance read-out; inhibition, % at 15.5 µM; 0.75% of 360,000 active; AID 651718; in the data active = inhibition above about 4.5%;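 also: 0% = vehicle wells with enzyme and 100% = reference inhibitor wells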
MsrA act: bovine methionine sulfoxide reductase A activation. activation, % at 10.6 µM. 0.3% of 360,000 active. purified bovine MsrA, absorbance read-out; in the data active = activation above about 7.5%;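 also: 0% = vehicle and 100% = reference activator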
* hit, by the source's call; i = inactive; . = not tested or not shown; + = active, no number.

The line under a structure holds: FAS TE block | MLLE-PAM2 inh | CSN deneddyl inh | Rin1 Abl inh | Rpn11 block | MsrA act | eLon inh | MT1-MMP act inh | MsrA inhibitor
> O=C1CC(c2cccnc2)c2cc3c(cc2N1)OCCO3 (stereo not given)
  -8 | -7 | 5 | 5 | i | 0 | -10 | -2 | 0.2
> Cc1ccc(OCC(=O)Nc2ccc3c(c2)OC(F)(F)O3)c([N+](=O)[O-])n1
  18 | 4 | -11 | -2 | i | -6 | -6 | 4 | -0.9
> CCNC(=O)COc1ccc2ccccc2c1
  -2 | 8 | 2 | 3 | i | -2 | -3 | -1 | 1.2
> CC(C)n1nc(C(=O)Oc2ccc(Cl)cc2)c2ccccc2c1=O
  20 | -7 | 2 | 1 | i | -2 | -6 | 5 | 2.4
> CCCOc1ccc(NC2=CC(=O)CC(C)(C)C2)cc1
  -6 | 4 | 3 | 2 | i | -4 | -9 | -2 | 0.1
> O=C(NCc1ccco1)C1CCCN(S(=O)(=O)Cc2ccccc2)C1 (stereo not given)
  -6 | 1 | 0 | 2 | i | -2 | 1 | 0 | 0.3
> CCN1C(=O)[C@H]2[C@H]3CN=C(SCc4ccc(Cl)cc4)N3[C@@](Cc3ccccc3)(C(=O)OC)[C@H]2C1=O
  17 | 9 | -1 | 1 | i | -1 | 3 | -8 | -0.2
> O=C(CCS(=O)(=O)c1ccc(Br)cc1)NC1CCCCCC1
  -1 | -7 | 14 | 1 | i | -2 | 2 | 3 | 0.7
> Cc1[nH]nc(SCC(=O)NCc2ccc(Cl)cc2)c1[N+](=O)[O-]
  11 | 6 | -4 | -1 | i | -2 | -5 | 3 | 0.6
> O=C(Cc1c[nH]c2ccccc12)NC1(C(=O)NC2CCCC2)CCCCC1
  -2 | -2 | 4 | -2 | i | -1 | 2 | -5 | 1.0
> COc1cc(OC)c(NC(=O)CCc2nc(-c3cccs3)no2)cc1Cl
  44 | -2 | 0 | -3 | i | -3 | -4 | -4 | -1.1
> CC1(C(=O)Nc2ccccc2Br)CCN1C(=O)Cc1ccc(Cl)cc1Cl (stereo not given)
  15 | 4 | 0 | -2 | i | -6 | -1 | 2 | 0.5
> O=S(=O)(NCc1ccncc1)c1ccccc1
  -4 | -3 | -2 | -4 | i | 0 | 0 | 1 | -0.2
> O=C(CN(c1ccc2c(c1)OCCO2)S(=O)(=O)c1ccccc1)Nc1ccc2c(c1)OCO2
  13 | -8 | 2 | -2 | i | -4 | 3 | -3 | 2.1
> Cc1ccnc(Cc2ccccc2)n1
  -8 | 2 | 2 | 6 | i | -2 | -13 | 1 | -1.1
> Cc1cc(C)cc(N2C(=O)CC(Cn3nc(C)cc3C)C2=O)c1 (stereo not given)
  -4 | 0 | 0 | -3 | i | -4 | 12 | 1 | -1.5
> N=c1c(C(=O)NCCc2ccccc2)cc2c(=O)n3ccccc3nc2n1CC1CCCO1 (stereo not given)
  -2 | 1 | -2 | -5 | i | -1 | -10 | 2 | 0.2
> CCN1C(=O)c2cccc3c(NC(=O)c4ccc5c(c4)OCCO5)ccc1c23
  -9 | -92 | 20 | -4 | . | -2 | -3 | . | 0.7
> O=C(COc1ccc2c(-c3ccccc3)cc(=O)oc2c1)NCCCN1CCOCC1
  0 | 0 | -6 | -2 | i | -2 | -2 | -6 | 3.0
> COc1ccc(NC(=O)COC(=O)c2ccc3ccccc3n2)cc1OC
  -4 | -11 | -1 | -3 | i | -3 | -3 | 3 | -1.1
> COc1ccc(C(=O)N2CCN(S(=O)(=O)c3ccc(F)cc3)CC2)cc1OC
  -2 | 9 | 10 | 3 | i | 5 | -1 | 1 | -0.8
> N#Cc1c(N)nc(N2CCCC2)c(C#N)c1-c1ccc(Cl)cc1
  -7 | 3 | -3 | 2 | i | 3 | -10 | 2 | 1.1
> CC(=O)N1CCCC(C)(C(=O)Nc2ccc3nc(C)ccc3c2)C1 (stereo not given)
  -7 | 9 | 2 | 1 | i | -2 | -9 | 2 | -0.4
> C=CCN(CC=C)Cc1cc(=O)oc2cc(C)cc(C)c12
  16 | -15 | -1 | 3 | i | -1 | -3 | -3 | 0.8
> CC1CC=C(O)C12OCC(C)(C)CO2 (stereo not given)
  -4 | 7 | 5 | 2 | i | -5 | -3 | -6 | 2.6
> Cc1cccc(-n2c(Cc3cc(=O)[nH]c(=O)[nH]3)nnc2SCC(=O)N2CCCCC2)c1
  -4 | 11 | 0 | -2 | i | -1 | 6 | -1 | 0.2
> O=C(c1ccc(Cl)cc1)N(c1ccccn1)C1CCCCC1
  1 | -6 | 7 | 1 | i | -3 | 6 | 2 | 1.0
> CC1(c2ccccc2)NC(=O)N(CC(=O)Nc2ccc3c(c2)CCC3)C1=O (stereo not given)
  4 | -15 | -1 | 8.2* | i | -2 | -4 | 0 | 0.1
> CCOC(=O)C1CCN(C(=O)C2(NC(=O)Nc3ccc(F)cc3F)CCCCC2)CC1
  -6 | 7 | 1 | 2 | i | 0 | -3 | -2 | -0.7
> COc1ccc(NC(=O)C2Cc3c(-c4cccc(C(N)=O)c4)ccnc3O2)cc1 (stereo not given)
  1 | 3 | 3 | 0 | i | -1 | -3 | -2 | 0.9
> CCOC(=O)CNS(=O)(=O)c1ccc(C(=O)O)cc1
  -3 | -9 | -1 | -1 | i | -2 | 8 | 2 | 0.3
> O=C1CCC(c2ccccc2)(C2CCN(Cc3ccccc3)CC2)C(=O)N1 (stereo not given)
  -5 | -3 | -3 | -2 | i | -4 | -9 | 2 | -0.6
> Cc1cccc(C)c1NC(=S)N(Cc1ccccc1)Cc1cccs1
  31 | 7 | -3 | -1 | i | -5 | 6 | -5 | -0.2
> CNC(=O)CSc1nnc(COc2ccc(Cl)cc2)n1CCOC
  -6 | -1 | 0 | -5 | i | -2 | 0 | 6 | -1.7
> O=C(NC(=O)N1CCN(c2cccc(Cl)c2)CC1)c1ccc(Cl)cc1
  8 | 9 | -2 | -3 | i | -2 | -11 | 0 | -0.9
> CCOC(=O)N1CCN(C(=S)NCCOC)CC1
  -10 | -68 | 1 | -1 | i | -2 | -4 | 2 | 0.5
> Cn1nnnc1SCC(=O)c1cccs1
  -6 | -109 | 0 | 0 | i | 0 | 4 | 5 | 1.1
> COc1ccc(C(=O)C2CCCN(C(=O)C3CCOCC3)C2)c(C)c1 (stereo not given)
  -9 | 19 | 7 | 1 | i | -1 | -1 | -1 | -0.1
> O=C(c1ccccc1)N1CCN(c2ncnc3sc4c(c23)CCC4)CC1
  -1 | -9 | 0 | 1 | i | -2 | 3 | -7 | 0.3
> COc1cccc(CNCc2cccnc2)c1OCc1ccccc1
  -3 | 12 | -9 | 1 | i | -1 | -6 | -5 | -0.3
> Nc1cccc(Oc2ccc3c(c2)C(=O)N(CC2CCCO2)C3=O)c1 (stereo not given)
  -9 | 2 | -4 | 3 | i | -1 | 4 | 4 | 1.4
> COc1ccc(C(C)(NC(C)=O)c2nc(-c3ccccc3OC)cs2)cc1 (stereo not given)
  -1 | -7 | 3 | 1 | i | -3 | 0 | -2 | 2.0
> COc1cc(C(=O)NCc2nnc(SCC(=O)Nc3cccc(C)c3)o2)cc(OC)c1OC
  0 | -6 | 1 | 1 | i | -1 | 5 | -1 | -0.5
> COC(=O)Cc1cc(=O)[nH]c(/N=C(\N)Nc2cccc(C)c2)n1
  -7 | 2 | -3 | 0 | i | -3 | -8 | 0 | 0.5
> CCCC(C)NC(=O)COC(=O)c1cccc(NS(C)(=O)=O)c1 (stereo not given)
  -1 | 10 | -6 | -1 | i | -4 | 1 | 2 | 0.6
> O=C(CSc1ccc2nnc(-c3cccnc3)n2n1)Nc1ccccc1
  -4 | -5 | -2 | -1 | i | -4 | 14 | 0 | 2.1
> Cc1cccc2c(C(=O)O)c3cccc(C)c3nc12
  -5 | -7 | 2 | -2 | i | -3 | -8 | -2 | -0.9
> N#Cc1c(-c2cccs2)nc(SCC(=O)c2ccc(Br)cc2)[nH]c1=O
  38 | -38 | 22 | -51 | + | -2 | -33 | -19 | 1.0
> COc1ccccc1N=Nc1ccc(O)c2ncccc12
  9 | 15 | -6 | 8.7* | i | -2 | 5 | 6 | 0.0
> CN(CCC1CCCCO1)C(=O)CCc1nnc(Cc2c[nH]c3ccccc23)o1 (stereo not given)
  -7 | -10 | 6 | -2 | i | -3 | 0 | -2 | 0.5
> S=C(N/N=C/c1ccc(Cl)cc1)N1CCOCC1
  -10 | 10 | -1 | 0 | i | -2 | -3 | 4 | 0.8
> O=C(C1COc2ccccc2O1)N1CCCCC1 (stereo not given)
  -5 | -8 | 1 | 0 | i | -3 | 0 | -2 | 1.1
> CCC1CCCCN1S(=O)(=O)c1ccc(NC(=O)c2cccnc2)cc1 (stereo not given)
  2 | -1 | 4 | 1 | i | 1 | -14 | 3 | 0.0
> OCc1cc(CO)c(O)c(CCc2ccccc2)n1
  -1 | -7 | 5 | 0 | i | -1 | 6 | 3 | 1.0

9 entries out of the list, arranged by length of the SMILES, ascending.
The line under a structure holds: FAS TE block | MLLE-PAM2 inh | CSN deneddyl inh | Rin1 Abl inh | Rpn11 block | MsrA act | eLon inh | MT1-MMP act inh | MsrA inhibitor
> O=C(C1COc2ccccc2O1)N1CCCCC1 (stereo not given)
  -5 | -8 | 1 | 0 | i | -3 | 0 | -2 | 1.1
> CCOC(=O)N1CCN(C(=S)NCCOC)CC1
  -10 | -68 | 1 | -1 | i | -2 | -4 | 2 | 0.5
> Cc1cccc2c(C(=O)O)c3cccc(C)c3nc12
  -5 | -7 | 2 | -2 | i | -3 | -8 | -2 | -0.9
> COc1cccc(CNCc2cccnc2)c1OCc1ccccc1
  -3 | 12 | -9 | 1 | i | -1 | -6 | -5 | -0.3
> CCOC(=O)CNS(=O)(=O)c1ccc(C(=O)O)cc1
  -3 | -9 | -1 | -1 | i | -2 | 8 | 2 | 0.3
> O=C(CSc1ccc2nnc(-c3cccnc3)n2n1)Nc1ccccc1
  -4 | -5 | -2 | -1 | i | -4 | 14 | 0 | 2.1
> COc1ccc(C(=O)C2CCCN(C(=O)C3CCOCC3)C2)c(C)c1 (stereo not given)
  -9 | 19 | 7 | 1 | i | -1 | -1 | -1 | -0.1
> CN(CCC1CCCCO1)C(=O)CCc1nnc(Cc2c[nH]c3ccccc23)o1 (stereo not given)
  -7 | -10 | 6 | -2 | i | -3 | 0 | -2 | 0.5
> COc1cc(C(=O)NCc2nnc(SCC(=O)Nc3cccc(C)c3)o2)cc(OC)c1OC
  0 | -6 | 1 | 1 | i | -1 | 5 | -1 | -0.5

Screening results: PubChem BioAssay, several laboratories

Outcome played no part in choosing rows. About 3.7% of those tested had a hit in this group.
